Screens as filed in PubChem.
MRP1 act: H69AR viability gain despite doxorubicin, primary screen, MRP-1 activator project, H69AR cells, CellTiter-Glo. viability rescue. AID 799, 2007. 140,000 tested, 0.61% active. viability increase, % at 10 µM;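 active means viability gain under doxorubicin at or above a set limit, the compound median plus 3 SD, cut at about 4.7% in these data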;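 further: MRP-1 overexpressing cells given doxorubicin 25 µM after compound pretreatment; 18-22 h compound pretreatment then 72 h with doxorubicin before readout; 0% = doxorubicin-only wells and 100% = vehicle-treated cells without doxorubicin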
Phagocytosis inh: inhibitors of macrophage phagocytosis, primary screen, imaging, J774A.1 cells, IgG beads; J774A.1 macrophage IgG-bead phagocytosis; inhibition, % at 5 µM; 110,000 tested, 0.07% active;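 active means inhibition above the mean of the plate negative controls plus 5 SD, cut at about 13% in these data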;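 further: phagocytic index as fraction of beads internalized from green versus red external bead signal; plate controls were DMSO negative control for no effect and cytochalasin-D positive control for full effect; some results beyond the cut were filed as inactive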
NPY-Y2 antag: NPY-Y2 receptor antagonists, primary screen, cell-based; Neuropeptide Y receptor type 2 (Homo sapiens), P49146; NPY-Y2 expressing cells, antagonist mode; inhibition, % at 2.7 µM; 140,000 tested, 0.99% active; in the data active means inhibition above about 17%;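 further: 0% = vehicle with agonist challenge and 100% = reference antagonist with challenge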
Target sequence (P49146 whole entry, looked up): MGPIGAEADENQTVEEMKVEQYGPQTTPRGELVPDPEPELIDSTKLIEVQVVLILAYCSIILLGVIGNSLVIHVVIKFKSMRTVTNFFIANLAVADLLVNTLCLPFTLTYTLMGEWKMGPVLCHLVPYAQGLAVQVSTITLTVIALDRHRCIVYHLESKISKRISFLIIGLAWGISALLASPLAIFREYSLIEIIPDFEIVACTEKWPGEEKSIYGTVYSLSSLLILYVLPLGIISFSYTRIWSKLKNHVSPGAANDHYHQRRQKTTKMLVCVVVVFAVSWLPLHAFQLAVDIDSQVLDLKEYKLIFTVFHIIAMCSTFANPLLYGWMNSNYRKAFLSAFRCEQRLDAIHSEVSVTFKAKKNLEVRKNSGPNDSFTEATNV
E-sel TNF inh: E-selectin induction blockers in HUVEC – imaging, immunofluorescence, high content, primary screen | 120,000 tested, 0.71% active | HUVEC TNFa-induced E-selectin immunofluorescence | inhibition, % at 2 µM;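 active means inhibition above the batch mean plus 3 SD, and confirmed as a hit on visual image review, cut at about 43% in these data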;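 further: 0% = TNF-stimulated DMSO wells and 100% = unstimulated control wells; not every result past the cut was called active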
Yeast growth inh: growth inhibitors of yeast BB579 in restrictive medium, primary screen, yeast lifespan-shortening project, S. cerevisiae. inhibition, % at 10 µM. AID 804, 2007. OD615, 48 h. 140,000 tested, 0.51% active;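 active means inhibition above a set limit, 3 SD over the mean compound inhibition, cut at about 44% in these data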; further: inactives centre near -24
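Assay system – yeast BB579 (DeaD) · Dosing – single compound dose of 10 µM, 0.25% DMSO final · Detection – OD615 turbidity measurement · Buffer or medium – CSMM-D restrictive synthetic medium containing dextrose (glucose) · Benchmarks – positive control amphotericin B 10 µg/mL · Incubation – 48 h exposure, 30 °C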
PTEN del growth: growth suppression of PTEN-null HCT116, primary screen, cell-based, CellTiter-Glo; AID 827, 2007; viability, % at 10 µM; 140,000 tested, 1.2% active; HCT116 PTEN-null viability, 60 h; hits give low values;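 active means viability at or below a set limit, 4 SD under the median of all tested compounds, cut at about 3.7% in these data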;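 further: PTEN knockout HCT116 line with beta catenin targeted HCT116 as companion control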
Yeast life ext: compounds extending yeast replicative lifespan, primary screen, S. cerevisiae, OD615; 130,000 tested, 0.68% active; inhibition of the nicotinamide effect, % at 10 µM; AID 775, 2007; S. cerevisiae growth with nicotinamide; deaD strain in restrictive glucose medium;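 active means inhibition above a set limit, placed 3 SD over the median of all compounds, cut at about 26% in these data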;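 further: 0% = nicotinamide-treated wells and 100% = cells grown without nicotinamide; some compounds called inactive have numbers as strong as hits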
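Material: Modified budding yeast, DeaD strain | Medium: Restrictive glucose medium | Probe or stimulus: 1.5 mM nicotinamide | Dosing: Single dose 10 µM compound, 0.25% DMSO | Times: 48 h at 30 °C | Technique: OD615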
GALR2 blocker: GALR2 antagonists in receptor-expressing cells, primary screen; inhibition, % at 4 µM; antagonist mode; 140,000 tested, 0.39% active; in the data active means inhibition above about 27%;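 further: cells stimulated with galanin 1-16 at roughly its EC80; 0% = agonist challenge control and 100% = basal control without agonist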
Target sequence (O43603 whole entry, looked up): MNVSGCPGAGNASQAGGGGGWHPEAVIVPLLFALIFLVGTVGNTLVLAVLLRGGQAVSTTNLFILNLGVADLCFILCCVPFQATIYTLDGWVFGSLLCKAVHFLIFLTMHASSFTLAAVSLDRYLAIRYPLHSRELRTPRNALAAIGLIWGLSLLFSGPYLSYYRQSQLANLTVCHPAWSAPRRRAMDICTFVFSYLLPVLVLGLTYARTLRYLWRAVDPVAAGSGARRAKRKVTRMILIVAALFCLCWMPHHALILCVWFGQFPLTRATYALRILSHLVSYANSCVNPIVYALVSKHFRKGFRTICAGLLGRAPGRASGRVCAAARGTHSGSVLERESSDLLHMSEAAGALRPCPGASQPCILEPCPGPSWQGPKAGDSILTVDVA
Measles CPE: compounds protecting cells from measles virus cytopathic effect, primary screen, measles RdRp inhibitor project, single point, MLSMR library, absorbance; Measles virus-infected cells, CPE protection; protection (pct of control), % at 4 µM; 140,000 tested, 1.5% active; in the data active means protection mostly above about 24%, no sharp cut-off; inactive means mostly below about 26%; further: some compounds called inactive have numbers as strong as hits
HCT116 bCat-KO: primary screen for growth suppressors in beta-catenin knockout HCT116 cells (colon tumor, human); viability, % at 10 µM; AID 818, 2007; HCT116 beta-catenin knockout viability, CellTiter-Glo, 60 h; hits give low values; 140,000 tested, 1.5% active;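 active means viability at or under a set limit, the compound median less 4 SD, cut at about 6% in these data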;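 further: 0% = Hyamine 1622 control at 20 µM and 100% = untreated cell control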
The depositor's hits bear a star; nt = not tested or not shown; & = joins results of further samples. Hits appear at their usual frequency; any-hit rate near 6.1%.

canonical_smiles	Yeast growth inh	HCT116 bCat-KO	Phagocytosis inh	PTEN del growth	E-sel TNF inh	MRP1 act	Yeast life ext	NPY-Y2 antag	GALR2 blocker	Measles CPE
CCOC(=O)Cc1csc(NC(=O)CSc2nnnn2-c2ccc(CC)cc2)n1	-31	101	0	93	6	-2.6	-31	3	1	34
CCOc1ccc2nc(N/C(N)=N/C(=S)Nc3cccc(C)c3)nc(C)c2c1	-45	66	-2	59	-23	-3.1	0	4	7	6
Cc1c(CN(C)C(=O)c2ccc(Br)o2)cnn1C	-16	97	nt	99	8	-0.8	nt	3	-22	12
C(#CCN1CCOCC1)COCCCOC(c1ccccc1)c1ccccc1	-6	92	0	80	-1	-1.9	-6	1	1	3
O=C(CSCc1nc2ccccc2[nH]1)Nc1ccccc1	-21	86	-3	82	30	-1.2	3	-2	15	7
CC(C)C(=O)Nc1cccc(NC(=O)CCN2C(=O)c3ccccc3S2(=O)=O)c1	-32	97	-2	95	-4	-2.2	0	6	1	2
CCCCOc1[nH]c2nc(-c3ccco3)n(Cc3ccco3)c(=N)c2c1C#N	-51	76	0	82	7	-2.2	-17	-1	-3	13
C[C@@H](NC(=O)c1coc(=O)c(Br)c1)c1ccccc1	-44	86	nt	81	nt	-5.9	-5	0	4	8
CCOC(=O)N1CCN(c2cccc(C)c2C)CC1	-47	93	-2	87	14	2.6	-4	0	-11	13
O=C(NCc1ccco1)C1CCN(Cc2ccc(F)cc2)CC1	-14	89	0	96	-3	-0.9	-2	-1	-5	3
CCCOc1ccc(C2C(C#N)=C(N)Oc3nc[nH]c(=O)c32)cc1OC (centres undefined)	-30	110	0	98&94	-10	0.5	-10	-2	2	12
Cc1ccnc2c(N3C(=O)C4C5c6ccccc6C(c6ccccc65)C4C3=O)cccc12 (centres undefined)	-18	64	-2	70	-4	-2.6	6	0	-7	2
CCOC(=O)c1ccc(NC(=O)NC2CCN(CC(=O)NCc3ccc4c(c3)OCO4)CC2)cc1	2	13	-3	28	-5	-1.6	-10	-4	5	22
COc1ccc(CSc2nncn2N)cc1[N+](=O)[O-]	-8	95	-9	101	nt	0.5	1	4	12	28
CCOC(=O)c1cnc(-n2nc(C)cc2C)nc1Nc1ccc(N(C)C)cc1	16	10	nt	10	-9	-1.0	-18	3	1	3
CCOc1ccc(S(=O)(=O)n2ccnc2)c2ccccc12	6	106	0	102	nt	-0.7	-9	nt	nt	41*
Cc1cccc(NC(=O)CN(C)S(=O)(=O)c2ccc(Cl)cc2)n1	-14	94	-1	90	-43	-0.8	-2	1	1	21
C=CCNC(=S)NNC(=O)c1ccc(OCC)cc1	2	109	-2	94	53*	-1.8	-7	1	-16	nt
CC(C)(Nc1ccccc1)C(=O)c1ccccc1	8	101	nt	96	nt	-2.1	6	3	10	32*
CCN(CC)S(=O)(=O)c1csc(C(=O)NC2CCCCC2)c1	-18	98	0	94	16	-1.0	-12	6	-6	12
Cc1ccc(C)c(OC(=O)c2ccncc2)c1	-9	91	nt	97	-8	-0.7	nt	1	5	3
CCC(Oc1ccccc1)C(=O)NCc1cccnc1 (centres undefined)	-24	109	0	90	-34	0.5	-18	-1	-2	8
O=C(O)CC(NC(=S)NCc1ccccc1)C(=O)O (centres undefined)	-27	86	-1	77	3	-1.9	-4	0	0	13
Cc1cccc(C2(c3cccc(C)c3)OC(=O)c3ccccc32)c1	-59	36	0	44	26	-3.6	-8	16	-7	4
Cc1cccc(N(C(=O)c2cnc3n(c2=O)CCS3)C2CCCCC2)c1	-13	87	nt	88	24	-4.4	nt	2	1	12
CN(C)c1ccc(NC(N)=S)cc1	5	85	-4	89	nt	-1.1	2	-1	6	26
O=C(c1cc2ccccc2oc1=O)N(c1ccccc1)C1C=CS(=O)(=O)C1 (centres undefined)	14	74	-5	82	nt	-3.4	2	1	23	19
CCCCCCCC(O)CC(CC1CCCCC1)C(=O)NN (centres undefined)	23	89	-7	96	nt	-2.2	-4	5	-17	30
C(=N\Nc1nc2ccccc2s1)/c1ccc2c(c1)OCO2	-17	89	-5	89	-14	-1.0	-6	4	10	4
CCNS(=O)(=O)c1ccc(NC(=O)c2cncc(Br)c2)cc1	-10	98	-7	104	-13	-1.9	1	3	12	1
OC1CCN(c2c3c(nc4cc(-c5cccc(F)c5)nn24)CCCC3)CC1	-15	74	-2	61	-34	-1.7	-22	1	10	4
CCn1c(=O)cc(SCC(=O)Nc2cccnc2)c2ccccc21	-37	77	0	92	1	-0.8	4	1	-6	3
CCOC(=O)N1CCN(c2cc(N3CCN(CC)CC3)c(F)cc2[N+](=O)[O-])CC1C (centres undefined)	-29	51	0	58	-25	-5.3	-16	-1	1	4
O=[N+]([O-])c1cccc(C=Nc2cc3c(cc2Br)OCCO3)c1	-15	94	-3	93	nt	-1.9	-8	4	-5	16
Cc1nn(-c2ccccc2)c2c1C(=O)NC(=O)C(C)(C)C2	-25	101	0	104	nt	0.3	-9	2	-4	15
NC(=S)c1cc2ccc(O)cc2oc1=O	-18	104	-1	103	-27	-2.5	-2	2	-1	17
FC(F)(F)c1cc(-c2ccccc2)nc(NCC2CCCO2)n1 (centres undefined)	-10	91	-1	93	6	1.6	-12	4	2	9
CCn1c(SCC(=O)OC)nnc1-c1ccncc1	-13	98	nt	92	-15	-2.0	nt	1	-1	5
COc1ccc(CC(=O)Nc2cccc(-c3nnc(-c4ccco4)o3)c2)cc1	-21	81	nt	73	-31	-3.0	-19	3	-4	3
CC(C)C(C(=O)Nc1cccnc1)N1C(=O)c2ccccc2C1=O (centres undefined)	-15	82	4	82	18	-1.8	-9	2	11	6
COCCCNC(=O)C1CCCN(C(=O)Nc2ccc(OC)cc2)C1 (centres undefined)	-36	96	1	97	-7	-0.8	-9	0	4	17
COc1cc(C)nc(NS(=O)(=O)c2ccccc2)n1	-19	93	-4	99	17	1.2	-3	4	2	3
C=CCSc1nnc(Cc2c(C)[nH]c3ccccc23)o1	-18	102	nt	87	nt	-3.3	2	6	8	2
Cc1csc(=Nc2ccc(S(=O)(=O)N3CCOCC3)cc2)n1Cc1ccco1	-39	79	0	73	nt	-2.8	-5	3	1	18
O=C(c1cccc(OC(F)F)c1)N1CCN(c2ncccn2)CC1	-26	93	0	101	37	1.3	-22	1	3	5
CCOC(=O)C(C)(C)N(Cc1ccccc1C)S(=O)(=O)c1ccc(Cl)c([N+](=O)[O-])c1	-58	31	-3	42	-16	-5.4	14	6	10	16
Cc1ccc(-n2nc3cc(C)c(NC(=O)c4cccnc4)cc3n2)cc1	-30	90	nt	96	0	-2.0	nt	0	-19	16
O=C(COc1ccc(/C=N/NC(=O)c2ccccc2O)cc1)Nc1ccc([N+](=O)[O-])cc1	-28	77	nt	69	1	1.4	-2	-1	6	10
CC(=O)c1cc(C#N)c(SCC(=O)OC(C)(C)C)nc1C	-41	78	2	58	-4	-1.6	-3	2	-6	5
O=C(Cc1ccccc1)NCCC1=CCCCC1	-57	96	-3	101	-5	-0.6	7	7	-8	13
COc1ccc(Nc2nc(-c3ccccc3)c3ccccc3n2)cc1	-1	83	-10	66	-4	-0.3	-2	2	5	5
Cc1nc2c(-c3ccc(F)cc3)c(C)nn2c(C)c1CCC(=O)NCc1ccco1	-31	90	0	99	nt	-2.3	-8	2	-14	7
Cc1ccc2cc(C(c3nnnn3C3CCCC3)N3CCN(c4ccccc4)CC3)c(=O)[nH]c2c1 (centres undefined)	-3	73	-2	68	-33	-2.0	-2	0	-3	9
COc1ccc(/C=C(/C#N)c2cccnc2)cc1OC	-25	101	nt	101	nt	1.1	-4	3	-7	68
O=[N+]([O-])c1ccc(N/N=C/c2cn(Cc3ccc(F)cc3)c3ccccc23)nc1	-30	51	1	38	42	-5.7	4	2	19	25
O=c1[nH][nH]c(-c2ccccc2O)c1C(C[N+](=O)[O-])c1ccc(Br)cc1 (centres undefined)	-21	4.2*	2	1.6*	nt	-4.5	12	-2	6	6
C=CCNC(=S)Nc1cccc(NC(=S)NCC=C)c1	-16	84	-6	94	nt	-0.5	-1	2	-3	9
COc1ccc(CC(=O)Nc2c3c(nn2-c2cccc(C)c2C)CS(=O)(=O)C3)cc1	-12	87	-2	82	nt	-2.1	-1	2	-5	20
Cc1ccc(/C=N\NC(=O)c2cc([N+](=O)[O-])cc([N+](=O)[O-])c2)o1	-44	92	-6	88	nt	1.9	6	1	-4	25
COC(=O)c1ccc(COc2cccc3c2CCN(Cc2cccc(C)c2)C3=O)o1	-27	101	-4	102	-4	4.3	0	10	-1	14

(next part)
canonical_smiles	Yeast growth inh	HCT116 bCat-KO	Phagocytosis inh	PTEN del growth	E-sel TNF inh	MRP1 act	Yeast life ext	NPY-Y2 antag	GALR2 blocker	Measles CPE
CCN(CC)c1ccc2c(Cl)c(Br)c(=O)oc2c1	-42	14	nt	30	96*	-2.2	-1	7	76*	14
COc1ccccc1N1CCN(C(=O)c2cccc3c(=O)c(C)c(-c4ccccc4)oc23)CC1	-28	71	-17	58	nt	-4.3	-2	6	-20	8
CCc1ccc(C(=O)N2CCCC2)s1	15	99	1	104	-2	-0.5	-4	2	-3	6
CC1CCc2c(C(=O)Nc3ccc(OC(F)(F)F)cc3)csc2C1 (centres undefined)	17	100	-6	104	11	3.2	-1	7	14	13
NC(=O)/C(=N\OC(=O)c1ccco1)c1nc(-c2ccc(Br)cc2)cs1	-20	78	0	86	12	0.9	-23	4	15	3
Cn1cc(Cl)c(C(=O)NC2CCCCCC2)n1	-42	97	-1	102	-12	-1.2	-5	0	-8	6
Cc1cc(C)c2nc(SCCC#N)nc(C)c2c1	-59	109	0	109	nt	-1.2	-8	2	7	8
COc1ccc(N2CCN(c3nc(Cl)nc(Nc4ccc(F)cc4)n3)CC2)cc1	-28	61	-4	52	nt	3.7	2	-2	0	17
CCn1c(COc2ccccc2)nc2ccccc21	-13	91	nt	93	3	3.2	nt	0	1	20
COc1ccccc1N1CCN(C(c2ccccn2)c2nnnn2C2CCCCC2)CC1 (centres undefined)	-12	88	0	81	19	0.5	-3	4	9	14
Cc1ccc(C(=O)OCC(=O)Nc2ncc(Cl)cc2Cl)cc1NC(=O)c1ccco1	1	92	-1	87	17	-3.7	-6	6	-3	4
C=CCNC(=O)C1CCN(S(=O)(=O)c2ccc(Br)cc2)CC1	-10	54	2	49	nt	-2.7	-5	4	1	6
